# hcDAF12 agonist: H. contortus DAF-12 nuclear receptor activators, primary screen, cell-based, luminescence, HEK293, lit1-tk-luc reporter. HEK293 hcDAF-12 lit1-tk-luc reporter; 0% DMSO, 100% Δ7-dafachronic acid. hit rate 1.4% among 370,000. activation, % at 6.8 µM. AID 652067, 2013;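 active = activation above the mean of all tested compounds plus 3 SD, cut at about 5.5% in these data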;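 also: 100% = response to 3 µM Δ7-dafachronic acid high control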
# ADAM17 inh: ADAM17 inhibitors, primary screen, biochemical, QFRET. inhibition, % at 6.95 µM. recombinant ADAM17, EDANS/DABCYL FRET peptide cleavage. hit rate 0.83% among 370,000;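 active = inhibition above the mean of compounds lying between control limits plus 3 SD, set per campaign, cut at about 8.5% in these data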;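 also: 0% = DMSO-only wells as the low control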
# Target sequence (P78536 215-824 limits assumed): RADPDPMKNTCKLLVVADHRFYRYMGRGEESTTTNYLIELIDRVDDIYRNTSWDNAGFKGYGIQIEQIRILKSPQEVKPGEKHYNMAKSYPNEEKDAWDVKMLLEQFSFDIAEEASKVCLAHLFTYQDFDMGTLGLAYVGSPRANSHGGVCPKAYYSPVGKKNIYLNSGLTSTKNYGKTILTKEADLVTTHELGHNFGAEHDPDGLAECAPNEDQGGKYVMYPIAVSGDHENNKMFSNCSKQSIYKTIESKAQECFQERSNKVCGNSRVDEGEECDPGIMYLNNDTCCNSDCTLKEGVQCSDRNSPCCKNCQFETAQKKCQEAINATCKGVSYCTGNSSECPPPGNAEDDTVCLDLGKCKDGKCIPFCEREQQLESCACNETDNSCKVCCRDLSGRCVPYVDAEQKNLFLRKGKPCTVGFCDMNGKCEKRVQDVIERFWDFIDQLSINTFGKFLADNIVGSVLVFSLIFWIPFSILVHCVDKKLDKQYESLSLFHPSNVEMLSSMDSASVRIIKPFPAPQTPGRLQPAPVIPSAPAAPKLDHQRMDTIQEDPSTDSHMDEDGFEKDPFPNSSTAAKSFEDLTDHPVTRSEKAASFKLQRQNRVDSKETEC
# SMARCA2 act: SMARCA2 (BRM) function activators, primary screen, cell-based, luminescence, high throughput; MG213 cells, MMTV-luciferase reporter, dexamethasone, overnight; activation, % at 9.1 µM; hit rate 1% among 370,000; AID 652017, 2013; in the data active = activation above about 7.8%;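 also: 0% = vehicle wells and 100% = reference activator wells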
# DAX1 inh-1: DAX1 (NR0B1) inhibitors, primary screen, cell-based, HEK293, Gal4-DAX1, luciferase luminescence | Nuclear receptor subfamily 0 group B member 1 (Homo sapiens), P51843 | HEK293 Gal4-DAX1 luciferase reporter | inhibition, % at 6.75 µM | hit rate 0.99% among 340,000 | AID 504766, 2011;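 active = inhibition above the mean over all tested compounds plus 3 SD, cut at about 4.2% in these data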;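 also: 0% = DAX1-transfected cells with DMSO and 100% = empty-vector control cells with DMSO; inhibition shows as a rise in luminescence from relieved DAX1 repression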
# Target sequence (P51843 207-470 limits assumed): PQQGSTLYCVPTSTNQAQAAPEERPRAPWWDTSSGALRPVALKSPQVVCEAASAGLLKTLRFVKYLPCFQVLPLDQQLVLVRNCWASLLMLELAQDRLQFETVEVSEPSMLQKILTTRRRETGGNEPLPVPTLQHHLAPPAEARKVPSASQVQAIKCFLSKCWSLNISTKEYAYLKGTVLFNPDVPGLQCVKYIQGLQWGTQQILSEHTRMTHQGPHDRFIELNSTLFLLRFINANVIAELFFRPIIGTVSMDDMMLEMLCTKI
# ADAM10 inh: human ADAM10 inhibitors, primary screen, biochemical, QFRET, HTS; Disintegrin and metalloproteinase domain-containing protein 10 (Homo sapiens), O14672; recombinant ADAM10, EDANS/DABCYL FRET peptide cleavage, 3 h; inhibition, % at 7 µM; hit rate 0.62% among 370,000;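 active = inhibition above a per-campaign cutoff equal to the mean of compounds falling between control-based bounds plus 3 SD, cut at about 20% in these data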;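 also: 0% = DMSO wells while the 100% control is not disclosed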
# ssDAF-12 act: S. stercoralis DAF-12 nuclear receptor activators, primary screen, cell-based, luminescence, HEK293, GRIP1 co-expression, lit1-tk-luc; hit rate 1% among 370,000; HEK293 ssDAF-12/GRIP1 lit1-tk-luc reporter; % of 3 µM dafachronic acid response; activation, % at 6.8 µM; AID 652126, 2013; Nuclear hormone receptor DAF-12 (Strongyloides stercoralis);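 active = activation above the mean over all tested compounds plus 3 SD, cut at about 0.9% in these data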;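 also: 0% = DMSO-only wells and 100% = 3 µM delta7-dafachronic acid wells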
# DAX1 inh-2: DAX1 (NR0B1) inhibitors on StAR promoter, primary screen, cell-based, luminescence, SF-1 (NR5A1), full-length DAX-1 | HEK293T StAR-luciferase reporter, SF-1/DAX-1 repression relief | inhibition, % at 6.8 µM | hit rate 1.1% among 370,000 | AID 652010, 2013;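 active = inhibition above the mean over all tested compounds plus 3 SD, cut at about 3.6% in these data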;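 also: 0% = DAX-1 cells with DMSO and 100% = cells lacking DAX-1 with DMSO; higher inhibition means more luminescence from relief of DAX-1 repression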
# GC-A act: GC-A stimulated cGMP production enhancers – HEK293 GC-A cells, cGMP TR-FRET, EC30 ANP, primary screen; 0% at EC30 ANP, 100% saturating ANP; activation, % at 10 µM; Atrial natriuretic peptide receptor 1 (Homo sapiens), P16066; hit rate 0.14% among 370,000; in the data active = activation above about 40%
# PG9 Ab binder: binders of HIV-1 gp120 antibody PG9, primary screen, biochemical, TR-FRET; HIV-1 gp120 / PG9 antibody interaction; hit rate 0.43% among 360,000; AID 624416, 2012; TR-FRET gp120-PG9 antibody binding; inhibition, % at 6.7 µM; in the data active = inhibition above about 8.5%
# hgDAF12 agonist: H. glycines DAF-12 receptor agonists, primary screen, cell-based, luminescence, HEK293, GAL4 fusion, UAS-luciferase | HEK293 GAL4-hgDAF12 UAS-luciferase reporter, agonist luminescence; normalized to butyrate control | activation, % at 6.8 µM | hit rate 1.8% among 370,000 | Nuclear hormone receptor DAF-12 (Heterodera glycines), GAL4 fusion;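 active = activation above a cutoff set at the mean of all screened compounds plus 3 SD, cut at about 10% in these data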;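 also: 0% = DMSO wells and 100% = sodium butyrate wells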
# GAA850 FXN act: FXN promoter activators, primary screen, cell-based, luciferase luminescence, HEK293 lucGAA850. HEK293 lucGAA850 FXN promoter luciferase reporter, 24 h; percent of 10 µM SAHA response. activation, % at 6 µM. hit rate 0.56% among 360,000;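 active = activation above the average of all compounds screened plus 3 SD, cutoff fixed separately per campaign, cut at about 7.5% in these data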;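 also: 0% = DMSO wells and 100% = 10 µM SAHA wells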
# Starred values were filed as active, the others as inactive; i = inactive; . = no result given.
SMILES,hcDAF12 agonist,ADAM17 inh,SMARCA2 act,DAX1 inh-1,ADAM10 inh,ssDAF-12 act,DAX1 inh-2,GC-A act,PG9 Ab binder,hgDAF12 agonist,GAA850 FXN act
Cc1cccc(NC(=O)c2cc([N+](=O)[O-])ccc2NCC2CCCO2)n1 (centres undefined),-1.7,-1.4,-1.7,-0.9,5.2,-1.6,-0.8,3.2,0.2,0.1,-0.3
COc1ccc(CN(C)Cc2nc3scc(-c4ccccc4)c3c(=O)[nH]2)cc1OC,-3.4,1.4,-3.2,-1.5,6.1,-1.5,-0.8,-1.9,-2.7,-0.5,1.7
CCOC(=O)C1=C(C)N(CCCCCC(=O)O)C(=O)NC1c1ccc(Cl)cc1 (centres undefined),-2.2,1.6,0.8,0.9,3.3,-1.2,0.3,-3.6,0.7,0.3,-1.0
COc1ccc(CNC(=O)COC(=O)c2ccc(S(=O)(=O)N3CCCCC3)cc2)cc1,-1.0,-2.4,-2.9,0.1,-7.0,-0.8,-0.6,0.6,-1.1,-1.3,0.7
CCC1CCCCN1CCNC(=O)CNS(=O)(=O)c1ccc2nc(C)sc2c1 (centres undefined),-0.8,-0.1,-0.4,-0.2,-3.3,-1.1,0.1,0.9,-1.1,-1.1,0.7
Cc1ccc(-n2ncc3c(=O)n(CC(=O)NC4CCCCC4)cnc32)cc1,-0.9,-6.9,0.7,0.6,-22.1,-1.0,0.0,-3.3,0.3,-0.2,0.8
COC(=O)[C@]12CCCCC=C1N(Cc1ccc3c(c1)OCO3)C(=O)[C@H](CC(=O)NCCCCc1ccccc1)C2,0.7,2.6,-5.3,.,8.7,-1.6,-0.5,-7.3,0.6,-1.6,.
CN(C)CCCNC(=O)c1cc(Br)ccc1O,-2.2,-46.3,1.0,.,-129.6,-0.1,-0.4,0.1,-4.0,-0.2,1.1
O=C(NCc1csc2ccccc12)Nc1cc(Cl)cc(Cl)c1,0.7,0.9,0.2,1.1,-1.6,-1.1,-0.6,2.0,-1.8,-2.7,-2.0
COCCCNCC(O)C(F)(F)F (centres undefined),0.5,-1.8,2.4,0.5,-1.0,-1.2,-0.6,.,-1.7,0.6,-0.1
COc1ccc(C)cc1S(=O)(=O)Nc1cc(Cl)ccc1Cl,0.3,3.3,-1.3,-0.5,6.2,-1.2,-0.1,-0.4,-0.6,-0.5,-0.7
COc1cc(/C=N/O)ccc1Oc1cnccn1,-1.7,-2.0,5.4,-0.6,-1.0,-1.1,-0.2,5.6,0.9,1.4,-1.2
CCOC(=O)c1ccc(-c2ccc3oc(-c4ccsc4)cc(=O)c3c2)cc1F,-1.7,6.1,-0.2,-0.2,-1.2,-0.5,0.4,-12.6,-0.5,-0.1,-0.2
Cc1cc(NC(=O)c2sccc2C)n(-c2cccc(Cl)c2)n1,0.1,1.1,-1.6,-0.1,-3.6,-0.7,-0.7,0.2,0.0,-0.9,1.5
CCC(C)N(C(=O)COc1ccc(-c2nnco2)cc1)C1CCS(=O)(=O)C1 (centres undefined),0.2,-0.1,0.7,-0.7,2.4,-1.1,2.5,6.5,-1.4,0.9,2.4
COc1ccc([C@H]2CC(=O)C=C(c3ccc4ncccc4c3)C2)cc1OC,-2.0,-4.5,0.8,-0.6,-1.0,-2.0,-0.3,1.8,0.5,-4.3,1.8
Cc1ccc(-c2nc3cc(Cl)ccc3o2)cc1,8.2*,-2.4,1.1,3.8,-7.4,0.9*,2.9,6.0,-1.3,8.4,5.9
CC(=O)Nc1cccc(NC(=S)Nc2cccc(Cl)c2C)c1,0.1,-0.1,-1.9,0.9,-6.7,-0.9,0.3,11.1,-1.3,0.5,1.3
O=C(NCc1ccccn1)/C(=N/O)c1ccccc1,0.4,-3.5,0.9,1.5,-4.1,-0.3,0.3,5.0,-0.5,1.0,0.3
c1ccc(-n2nnnc2Oc2ccc(-n3ccnc3)cc2)cc1,-0.2,2.5,1.8,0.1,4.5,-1.4,-1.6,-5.1,-0.1,1.6,-3.3
COc1ccc(CNC(=O)[C@H](Cc2c[nH]c3ccccc23)NC(=O)[C@@H]2Cc3ccccc3CN2)cc1,2.2,-1.9,-2.9,-0.5,-13.0,-1.2,1.1,0.1,-1.7,1.0,-3.0
CCN(CC)CCN1C(=O)C(=O)/C(=C(/O)c2c(C)[nH]c(C(=O)OC)c2C)C1c1ccccc1 (centres undefined),0.9,0.2,-1.8,-1.1,-0.8,-0.8,0.2,-4.3,0.2,-0.2,2.3
COc1ccccc1S(=O)(=O)c1c(C)cc(C)[nH]c1=O,0.3,0.8,-2.0,0.0,0.6,-1.3,0.1,1.6,-0.3,2.6,1.8
NC(=S)Nc1ccc2c(c1)OCO2,1.2,-2.2,-4.3,0.1,-1.5,-0.6,-0.7,0.5,-0.5,-0.2,1.2
Cn1c(=O)c2cc(NC(=O)Nc3cccnc3)ccc2n1-c1ccc(C(C)(C)C)cc1,1.2,-31.7,-4.4,.,-84.3,-0.4,0.5,1.6,0.6,-1.7,-4.2
COc1ccc(C(=O)N(C)c2c(C)n(C)n(-c3ccccc3)c2=O)cc1OC,0.4,-1.3,-2.1,-1.1,-6.2,0.9,-0.1,3.4,-1.2,5.9,0.3
Cc1ccc(C(=O)NCCCNC(=O)COc2ccc(Cl)c(C)c2)cn1,-1.2,-3.8,-2.5,-0.5,-5.7,-1.1,-0.2,2.4,-1.2,1.3,0.0
Oc1ccc2[nH]cnc2c1CN1CCCCC1,1.7,-5.8,0.2,-0.1,-7.6,-0.3,1.8,5.8,0.3,-0.7,0.0
CCCCCCOC(=O)c1ccccc1NC(=O)/C=C/C(=O)O,-1.7,-4.7,0.3,0.3,-17.1,-0.6,-0.6,10.4,0.8,5.1,-3.2
Cc1cc(NS(=O)(=O)c2ccc(NC(=O)c3cnc4scc(C)n4c3=O)cc2)nc(C)n1,1.1,-14.5,0.6,0.7,-45.3,-0.7,1.2,-0.8,-0.2,0.6,0.4
COC(=O)[C@H](CC(C)C)NS(=O)(=O)c1ccc(F)cc1Br,-0.9,3.0,-2.9,-0.7,0.4,-0.7,-0.1,-2.1,-2.6,-2.1,0.9
COc1ccccc1N1CCN(c2ccc(Cl)nn2)CC1,-1.0,-4.4,1.6,0.3,-9.2,-0.2,0.8,-8.9,-0.7,-2.4,1.7
CN(C)C(=O)c1c(NC(=O)c2ccco2)sc2c1CCCCC2,-1.8,-1.1,-0.4,0.1,-8.1,-1.4,0.1,-0.4,0.5,1.3,-0.5
COc1ccc(CSc2ncn[nH]2)cc1[N+](=O)[O-],-1.5,-2.3,0.9,0.0,0.3,-1.9,0.3,-1.7,-1.2,-2.7,1.9
Cc1ccc(S(=O)(=O)/N=C(/c2ccccc2)N(C)C)c(C)c1,1.3,-4.2,-0.6,3.8,2.4,-0.7,-0.1,-1.2,2.7,1.1,-0.3
Clc1ccc(Oc2nc(N3CCOCC3)nc(N3CCOCC3)n2)cc1,-0.4,-7.5,-2.4,0.3,-6.1,-1.2,-0.3,-2.0,0.1,-0.7,-0.2
COc1ccccc1Cc1c(-c2ccco2)nc2ccc(C)cn12,1.3,-68.5,-1.5,.,-234.2,-0.2,1.1,1.0,0.1,5.1,.
O=C(COc1ccc2ccccc2c1)NNC(=O)C(=O)Nc1ccccc1,-0.2,-0.9,-0.7,1.4,2.3,-0.6,-0.1,-1.6,-3.1,2.5,0.2
CC(C)(C)OC(=O)C[C@H]1C/C=C\C[C@@H](CC(=O)N(CCO)Cc2ccccc2)C(=O)N[C@@H](Cc2ccccc2)COC1=O,-2.0,-4.0,-0.2,-0.8,-2.9,-1.8,-0.7,-2.4,0.0,-0.1,-0.5
O=C1C(=Cc2cn(-c3ccccc3)nc2-c2ccc(OCc3ccc(Cl)cc3)cc2)SC(=S)N1CCS(=O)(=O)O,2.0,2.1,0.9,.,10.9,-0.4,0.9,-19.6,-2.1,1.3,1.6
O=C(NCc1nnc2c(C(F)(F)F)cc(Cl)cn12)c1ccc2c(c1)OCO2,-1.7,0.0,-1.8,0.2,-6.7,-1.1,-1.1,4.1,0.3,2.1,-0.1
Nc1nccnc1C(=O)OCC(=O)NCCc1ccc(Cl)cc1,-0.8,i,-2.2,0.1,i,-1.3,0.3,-2.7,-1.3,3.7,-1.2
CCN(C(=O)COC(=O)c1c(-c2ccccc2)noc1C)C1CCS(=O)(=O)C1 (centres undefined),-1.1,1.4,8.6*,0.8,5.7,-1.4,-0.6,2.0,-1.9,1.4,1.9
O=C(Nc1ccccc1)OCCOc1ccccc1Br,-0.1,5.3,0.0,2.8,17.5,-1.4,1.0,-4.2,-2.5,3.1,4.3

# Copied from the results shown (5 entries):
SMILES,hcDAF12 agonist,ADAM17 inh,SMARCA2 act,DAX1 inh-1,ADAM10 inh,ssDAF-12 act,DAX1 inh-2,GC-A act,PG9 Ab binder,hgDAF12 agonist,GAA850 FXN act
COc1ccccc1Cc1c(-c2ccco2)nc2ccc(C)cn12,1.3,-68.5,-1.5,.,-234.2,-0.2,1.1,1.0,0.1,5.1,.
O=C(COc1ccc2ccccc2c1)NNC(=O)C(=O)Nc1ccccc1,-0.2,-0.9,-0.7,1.4,2.3,-0.6,-0.1,-1.6,-3.1,2.5,0.2
CC(C)(C)OC(=O)C[C@H]1C/C=C\C[C@@H](CC(=O)N(CCO)Cc2ccccc2)C(=O)N[C@@H](Cc2ccccc2)COC1=O,-2.0,-4.0,-0.2,-0.8,-2.9,-1.8,-0.7,-2.4,0.0,-0.1,-0.5
O=C1C(=Cc2cn(-c3ccccc3)nc2-c2ccc(OCc3ccc(Cl)cc3)cc2)SC(=S)N1CCS(=O)(=O)O,2.0,2.1,0.9,.,10.9,-0.4,0.9,-19.6,-2.1,1.3,1.6
O=C(NCc1nnc2c(C(F)(F)F)cc(Cl)cn12)c1ccc2c(c1)OCO2,-1.7,0.0,-1.8,0.2,-6.7,-1.1,-1.1,4.1,0.3,2.1,-0.1

# High-throughput results from PubChem.
